# Source: PubChem (The Scripps Research Institute Molecular Screening Center)
# GPR151 activ: activators of human GPR151, primary screen, cell-based, PathHunter beta-arrestin, luminescence; PathHunter beta-arrestin GPR151 cells; activation, % at 11.2 µM; actives 1% (n = 650,000); AID 1508602, 2020; in the data active = activation above about 4.9%;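 also: 0% = median of compound wells and 100% = cells with positive control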
# Target sequence (Q8TDV0 whole entry, looked up): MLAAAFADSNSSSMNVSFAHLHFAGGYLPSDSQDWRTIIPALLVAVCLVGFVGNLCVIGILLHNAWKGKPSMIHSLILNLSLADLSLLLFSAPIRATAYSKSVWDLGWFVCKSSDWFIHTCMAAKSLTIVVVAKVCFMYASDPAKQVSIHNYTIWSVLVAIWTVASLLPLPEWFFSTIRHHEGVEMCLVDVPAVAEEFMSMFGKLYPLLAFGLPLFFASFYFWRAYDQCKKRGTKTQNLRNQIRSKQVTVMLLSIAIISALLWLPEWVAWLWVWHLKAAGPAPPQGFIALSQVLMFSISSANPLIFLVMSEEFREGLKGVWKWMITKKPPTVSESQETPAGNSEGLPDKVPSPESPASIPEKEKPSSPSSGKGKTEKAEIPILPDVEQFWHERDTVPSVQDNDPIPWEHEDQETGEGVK
# TEAD-YAP inh: TEAD-YAP interaction inhibition, primary screen, TEAD-YAP interaction inhibitor project, luminescence, HEK-TIYL cells; TEAD-Gal4/YAP UAS-luciferase luminescence; inhibition, % at 9.12 µM; actives 1.4% (n = 640,000); AID 1259422, 2018; in the data active = inhibition above about 32%;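 also: 0% = median of test compound wells and 100% = reference inhibitor wells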
# FBW7 activator: FBW7 E3 ligase activators, primary screen, biochemical, AlphaScreen, human. F-box/WD repeat-containing protein 7 (Homo sapiens), Q969H0. normalized activity (activation), % at 26.1 µM. AlphaScreen FBW7–phospho-cyclin E peptide binding, activator screen. actives 0.13% (n = 650,000); in the data active = normalized activity above about 1.9%;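 also: purified mutant Fbw7 with reduced substrate affinity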
# Target sequence (Q969H0 whole entry, looked up): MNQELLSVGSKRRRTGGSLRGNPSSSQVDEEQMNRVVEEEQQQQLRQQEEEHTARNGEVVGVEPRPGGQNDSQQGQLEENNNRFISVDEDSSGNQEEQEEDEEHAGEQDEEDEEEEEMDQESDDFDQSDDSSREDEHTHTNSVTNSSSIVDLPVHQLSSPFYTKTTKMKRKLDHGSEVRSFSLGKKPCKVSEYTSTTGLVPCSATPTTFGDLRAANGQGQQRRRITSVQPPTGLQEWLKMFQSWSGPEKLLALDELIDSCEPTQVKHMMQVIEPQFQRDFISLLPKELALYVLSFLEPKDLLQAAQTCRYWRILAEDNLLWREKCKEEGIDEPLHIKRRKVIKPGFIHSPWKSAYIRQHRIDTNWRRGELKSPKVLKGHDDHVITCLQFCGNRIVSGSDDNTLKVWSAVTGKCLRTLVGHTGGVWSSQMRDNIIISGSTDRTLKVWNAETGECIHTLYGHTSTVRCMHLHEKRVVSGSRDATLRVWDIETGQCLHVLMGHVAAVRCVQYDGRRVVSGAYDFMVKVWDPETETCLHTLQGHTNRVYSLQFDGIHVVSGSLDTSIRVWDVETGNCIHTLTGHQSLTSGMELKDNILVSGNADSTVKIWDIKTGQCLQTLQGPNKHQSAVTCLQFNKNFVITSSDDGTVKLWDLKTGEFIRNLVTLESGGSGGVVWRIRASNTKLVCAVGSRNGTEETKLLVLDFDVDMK
# MITF primary: MITF inhibitors, primary screen, biochemical, AlphaScreen, human. actives 0.91% (n = 650,000). AID 1259374, 2018. AlphaScreen MITF homodimerization, bead proximity signal. inhibition, % at 2.6 µM; in the data active = inhibition above about 50%;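 also: 0% = vehicle wells with protein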
# * = called active by the depositor.
SMILES,GPR151 activ,TEAD-YAP inh,FBW7 activator,MITF primary
COc1ccc(C(=O)NC2CCSC2=O)cc1[N+](=O)[O-] (centres undefined),-0.9,-6,2.0*,21
Nc1ccc(-c2nnn(CC(=O)Nc3ccc(F)cc3)n2)cc1,1.7,3,0.1,-4
COc1ccc2nc(SC(=O)N3c4ccccc4Sc4ccccc43)nc(C)c2c1,3.5,-2,0.7,10
COc1cccc(C2(CC(=O)N3CCNC(=O)C3)CC(=O)N(C3CCCC3)C2=O)c1 (centres undefined),-0.7,-8,-0.2,-11
CCOc1ccc(-n2c(=S)sc3c(=O)n(-c4ccccc4)c(SCC(=O)Nc4cc(C)[nH]n4)nc32)cc1,3.2,7,0.0,10
COc1ccc(OC)c(NC(=O)c2cc(S(=O)(=O)N3CCC(C)CC3)ccc2F)c1,-1.0,-2,0.5,-3
Cc1nccn1C(=O)c1cc2ccccc2oc1=O,-0.3,4,-0.1,1
Cc1ccc(-c2cn3c(n2)sc2cc(C)ccc23)cc1,-4.1,78*,1.4,-5
CCOC(=O)c1c(NC(=O)c2cccc(F)c2)sc(C(=O)Nc2ccc(C)c(Cl)c2)c1C,-2.1,-1,0.0,-7
C/C(=N\Nc1ccc(Cl)c(C(=O)O)c1)c1ccc([N+](=O)[O-])cc1,-1.3,-3,0.4,1
CC1=NN(c2ccc(C)c(C)c2)C(=O)/C1=C/c1c(O)[nH]c(=O)[nH]c1=O,-1.2,4,-1.7,-13
COc1cccc(CC2(CO)CCCN(Cc3cc(OC)c(OC)c(OC)c3)C2)c1 (centres undefined),-1.4,1,0.0,-2
CCOc1ccnc2c1c(=O)n(Cc1cccnc1)c(=O)n2C,-1.2,-11,-0.1,3
CCc1ccc(NC(=O)N[C@H]2C[C@H]3C(=O)N[C@@H](COCc4ccccc4)C(=O)N3C2)cc1,-0.4,11,-0.3,6
COc1cc(-c2nc(C(N)=O)c3[nH]c(=O)n(-c4ccc(F)cc4)c3n2)ccc1O,0.3,1,-0.1,12
COCCNc1cc(C)nc2c(-c3cccs3)c(C)nn12,-0.9,-28,0.1,9
O=C(NCCc1ccccc1)c1ccc2c(=O)n(-c3ccc(F)c(Cl)c3)c(=S)[nH]c2c1,-0.7,-1,-0.1,13
CCOc1ccc(-n2c(SCC(=O)Nc3cccc(OC)c3)nc3n[nH]c(C)c3c2=N)cc1,-1.1,-9,-0.1,-1
CCC(=O)Nc1cnc(NC(=O)C(C)C)cc1C,0.3,6,0.0,6
CCCCc1nc2sc3c(Cl)ncnc3c2c2c1CCCC2,4.4,-6,-0.1,6
CC(C)N(CCNC(=O)c1ccc2nc(-c3cccc(N)c3)sc2c1)C(C)C,0.2,-7,0.0,-9
O=C(COC(=O)c1cc2ccccc2o1)Nc1nc2ccccc2s1,1.0,4,0.2,2
Cc1cc(C(=O)N/N=C/c2ccc(Cl)cc2Cl)n[nH]1,-1.0,-76,0.5,3
CC(=O)Nc1nc(C)nc(-c2ccccc2OC(C)=O)n1,0.8,7,0.0,3
COC(=O)c1ccc(C(=O)Nc2ccccc2N)cc1,-1.0,-126,-0.1,3
O=C(Nc1ccc(-c2csc(-c3ccccc3)n2)cc1)c1ccc([N+](=O)[O-])cc1,-0.3,2,-0.2,14
CC(=O)N1CCC(N(CCCOC(C)C)C(=S)Nc2cc(C)cc(C)c2)CC1,-0.9,-1,0.1,-9
CCOC(=O)c1cnc2ccccc2c1NCCc1ccccc1,-1.7,-9,0.2,12
COc1c(Cl)cc(C(=O)Nc2cccc(C(=O)O)c2)cc1Cl,5.7*,-26,0.1,6
O=C(Cn1c(=O)c2ccccc2n2nncc12)Nc1ccc2c(c1)OCO2,0.7,11,-0.2,-1
COc1ccccc1NC(=O)CN1CCN(CC(=O)Nc2ccc3c(c2)OCO3)CC1,1.3,20,-0.4,-1
CCN(C(=O)c1cn(C)c(=O)c2ccccc12)c1ccccc1C,0.2,-5,-0.1,-6
COc1ccc(N2CC(O)(c3ccc(OC)cc3)[N+]3=C2CCCC3)cc1 (centres undefined),2.2,14,0.1,0
CC1CN(CCC(=O)NC2CCN(Cc3ccccc3)C2)Cc2ccccc2O1 (centres undefined),-0.1,-6,0.1,7
COc1ccccc1NC(=O)c1c(O)c2cccc3c2n(c1=O)CC3,1.7,2,0.1,10
O=C(Cc1ccc(Cl)cc1)Nc1cc(Cl)ccn1,-0.6,-33,-0.1,-6
O=C(Oc1ccc2sc(=O)oc2c1)c1cccc(C(F)(F)F)c1,-0.6,5,0.2,-8
O=C(Nc1ccc2c(c1)OCO2)c1ccc2nc(N3CCN(Cc4ccc5c(c4)OCO5)CC3)sc2c1,1.0,-11,-0.2,6
CNC(=S)NCC(c1ccc(OC)cc1)N1CCOCC1 (centres undefined),-0.9,-10,0.0,16
CC1CCCC(C)N1C(=O)Cn1nc2c3ccc(Cl)cc3ncn2c1=O (centres undefined),2.4,-3,0.1,6
CCOC(=O)c1ccccc1NC(=O)c1sc2ncn(Cc3ccccc3F)c(=O)c2c1C,0.9,6,0.1,3
CCOc1ccc(/C(O)=C2/C(=O)C(=O)N(CCCN(C)C)C2c2ccc(C(C)C)cc2)c(C)c1 (centres undefined),0.7,2,0.7,-5
CC(C)n1cnc2c(NCc3ccccc3)nc(NC3CCC(O)CC3)nc21 (centres undefined),0.8,-54,0.0,-4
c1cc(-c2ccnc(Nc3ccc(-n4cnnc4)cc3)n2)cc(N2CCOCC2)c1,0.7,45*,-0.1,6
CCOC(=O)C1=C(C)NC2=C(C(=O)C(C(=O)OCC)C(c3ccccc3OC)C2)C1c1cccs1 (centres undefined),-0.9,4,0.0,-4
COc1cc(C(C)=O)ccc1OCC(O)CN1CCN(c2ccc(C)c(C)c2)CC1 (centres undefined),-1.3,-14,-0.2,-2
CC(C)n1c(=O)n(CC(=O)NC(C)(C)C)c2cccnc21,-1.4,5,-0.1,-3
Cc1ccc(NC(=O)Cn2cnc3sc(C(=O)NCCN(C)C)c(C)c3c2=O)cc1Cl,0.1,-8,-0.1,5
O=C(CNC(=O)Cn1cnc2ccccc2c1=O)NCC1COc2ccccc2O1 (centres undefined),-1.3,-1,0.0,17
Cc1cc2c(=O)n(CC(=O)NCc3ccco3)cnc2s1,2.3,12,0.1,8
# Remaining list, next part.
SMILES,GPR151 activ,TEAD-YAP inh,FBW7 activator,MITF primary
CC1CCCC(C)N1C(=O)c1ccccc1N (centres undefined),0.2,2,0.0,6
Cc1ccc(OCC(=O)Nc2sc3c(c2C(N)=O)CCC(C)C3)c(C)c1 (centres undefined),-0.7,4,0.2,-9
Cc1cccc(/C=N/Nc2ccc([N+](=O)[O-])cc2)n1,0.0,-43,-0.1,9
CCOC(=O)N1CCN(Cc2nc(N3CCC(OC)CC3)c3cc(Cl)ccc3n2)CC1,-0.6,0,-0.2,10
Cn1ccc2cc(-c3cc(C(=O)Nc4ccccc4)ccn3)ccc21,1.1,7,0.0,9
O=C(C1CC12CCN(Cc1cc(F)cc(F)c1)CC2)N1CCN(Cc2cccs2)CC1 (centres undefined),-0.5,-1,0.0,-7
COc1ccc(Cl)cc1NC(=O)c1cc(S(=O)(=O)N(C)Cc2ccccc2)ccc1F,3.1,3,0.4,-5
COCCNc1ncc(-c2ccc(C)cc2)cn1,-0.1,-30,0.3,-4
COCC(=O)Nc1nnc(SCC(=O)Nc2ccccc2-c2ccccc2)s1,1.6,9,0.0,12
CN(CC(=O)NC1CCCCC1)S(=O)(=O)c1cccc2cccnc12,0.3,-8,-0.2,-2
O=C1NC2=C(C(=O)N(CCO)C2)C(c2cccc(F)c2)N1 (centres undefined),0.5,-2,0.6,11
O=C(NCC1COc2ccccc2O1)C(=O)N(Cc1ccccc1)Cc1ccccc1 (centres undefined),-1.3,3,-0.1,0
O=C(CCn1c(=O)oc2ccccc21)NCc1ccco1,0.2,14,0.3,3
CCCN1C(=O)/C(=C/c2ccccc2OC)SC1=S,0.1,6,-0.5,5
COc1cc(CNC(=O)c2c(C)nc3c(C)cccn23)cc(OC)c1OC,1.8,14,-0.4,5
O=C(Nc1ccccc1Cc1ccccc1)C1CC(=O)N(Cc2ccccc2)C1 (centres undefined),-0.1,3,0.0,1
CCN(CC)CCNS(=O)(=O)c1ccccc1C(=O)OC,1.6,5,0.1,-2
COC(=O)c1ccc(C(=O)Nc2nc(-c3ccncc3)cs2)cc1,-0.6,4,-0.1,-3
c1cnc(N2CCCN(c3nc4nonc4nc3N3CCSCC3)CC2)nc1,2.5,5,-0.1,4
COc1ccc(CN2CCN(S(=O)(=O)c3sc4ccc(Cl)cc4c3C)CC2)c(OC)c1OC,-0.1,5,0.0,10

# Arranged by length of the SMILES (low to high): part of the list above.
SMILES,GPR151 activ,TEAD-YAP inh,FBW7 activator,MITF primary
CCCN1C(=O)/C(=C/c2ccccc2OC)SC1=S,0.1,6,-0.5,5
CCN(CC)CCNS(=O)(=O)c1ccccc1C(=O)OC,1.6,5,0.1,-2
COC(=O)c1ccc(C(=O)Nc2nc(-c3ccncc3)cs2)cc1,-0.6,4,-0.1,-3
c1cnc(N2CCCN(c3nc4nonc4nc3N3CCSCC3)CC2)nc1,2.5,5,-0.1,4
O=C(Nc1ccccc1Cc1ccccc1)C1CC(=O)N(Cc2ccccc2)C1 (centres undefined),-0.1,3,0.0,1
COc1ccc(CN2CCN(S(=O)(=O)c3sc4ccc(Cl)cc4c3C)CC2)c(OC)c1OC,-0.1,5,0.0,10

# Five entries picked at random from those above:
SMILES,GPR151 activ,TEAD-YAP inh,FBW7 activator,MITF primary
CCCN1C(=O)/C(=C/c2ccccc2OC)SC1=S,0.1,6,-0.5,5
c1cnc(N2CCCN(c3nc4nonc4nc3N3CCSCC3)CC2)nc1,2.5,5,-0.1,4
O=C1NC2=C(C(=O)N(CCO)C2)C(c2cccc(F)c2)N1 (centres undefined),0.5,-2,0.6,11
O=C(NCC1COc2ccccc2O1)C(=O)N(Cc1ccccc1)Cc1ccccc1 (centres undefined),-1.3,3,-0.1,0
COc1ccc(CN2CCN(S(=O)(=O)c3sc4ccc(Cl)cc4c3C)CC2)c(OC)c1OC,-0.1,5,0.0,10

# (cont.)
SMILES,GPR151 activ,TEAD-YAP inh,FBW7 activator,MITF primary
CC1CCC(N2CCN(Cc3cccc(Cl)c3)CC2)CC1 (centres undefined),-1.2,3,0.0,64*
CC(C(N)=O)N(c1ccc(Cl)cc1)S(C)(=O)=O (centres undefined),-1.0,4,0.8,9
COc1ccc(N2CC(C)Cn3c2nc2c3c(=O)n(CC(N)=O)c(=O)n2C)c(OC)c1 (centres undefined),-0.1,-10,-0.2,-6
COc1ccc(S(=O)(=O)N(C)C)cc1NC(=O)c1ccc([N+](=O)[O-])cc1Cl,-1.6,4,0.2,11
CCOc1ccccc1C1NC(=O)NC(C)=C1C(=O)OCc1ccc(OC)cc1 (centres undefined),-1.7,-6,-0.1,2
CC(C)CCN1CC[C@@H]2[C@H](CCCN2C(=O)CCn2c(=O)[nH]c3ccccc32)C1,-0.7,1,0.0,6
O=C(NC1CCCCC1)NC1(C(=O)N2CCCC2)CCCCC1,-1.2,-4,-0.4,7
COc1ccc(N2CCN(S(=O)(=O)c3ccc4nc(-c5ccccc5)[nH]c4c3)CC2)cc1,0.9,19,0.0,-3
COc1cc(C2/C(=C(/O)c3ccc(Cl)cc3)C(=O)C(=O)N2CCO)ccc1O (centres undefined),-0.9,9,0.6,12
Cc1ccc(NC(=O)CCN2C(=O)c3ccncc3C2=O)cc1F,-0.4,-6,0.0,0
Cn1c(=O)ccc2ccc3ccccc3c21,0.4,-2,-0.1,-10
O=C(CSc1nnc(Cc2ccccc2)n1-c1ccccc1)Nc1ccccc1,-1.2,11,0.1,15
C=CCN(c1ccc(C(=O)Nc2cc(Cl)cc(Cl)c2)cc1)S(C)(=O)=O,-1.1,-12,0.2,9
O=C(Nc1cccc(-c2nc3ncccc3o2)c1)c1ccco1,0.2,12,-0.1,0
O=C(COC(=O)c1cc(F)c(F)cc1Cl)Nc1ccc2c(c1)OCO2,0.3,17,-0.1,-1
CCOC(=O)N/N=C/c1ccc(Br)cc1,1.0,-42,1.1,6
N=C1C(c2ccccc2)=C(O)CN1NC(=O)c1cccc(S(=O)(=O)N2CCCC2)c1,3.7,9,0.2,-3
CCn1c(COc2cccc(C)c2)nnc1SCC(=O)NC,0.5,-8,0.0,9
CCCCNC(=O)c1cnn2c(C(F)F)cc(-c3ccccc3)nc12,-0.9,-10,-0.1,2
CCOc1nn(CC)cc1C(=O)NCc1ccc(F)cc1,0.5,7,0.1,43
O=C(CSc1nc(-c2ccccc2)nc2c1CCCC2)Nc1ccccc1,0.7,-1,-0.2,7
COCCN(Cc1cc2cc(C)c(C)cc2nc1Cl)C(=O)N1CCOCC1,1.1,3,0.1,-7
O=C(NCc1ccc(N2CCCC2=O)cc1)Nc1ccccc1Cl,0.2,-10,-0.1,6
Cc1cc(C)c(NC(=O)CCC(=O)NN)c(C)c1,0.1,1,0.1,2
Cc1c(C(=O)Nc2cccc(Cl)c2)sc2ncnc(N3CCCCC3)c12,0.1,-6,0.1,-5
O=C(Nc1ccccc1C(=O)O)c1ccc2c(c1)C(=O)N(CC1CCCO1)C2=O (centres undefined),-1.5,3,0.9,-13
Cc1noc(/C=C/c2ccco2)c1S(=O)(=O)N1CCC(C(=O)N2CCC(C)CC2)CC1,0.5,12,-0.4,7
COc1ccc(/C=C(/C#N)C(N)=O)cc1,0.2,4,0.1,14
C(=N\Nc1nc2ccccc2[nH]1)/c1sc(N2CCOCC2)nc1-c1ccccc1,-0.2,6,0.0,-4
